Screening data: PubChem BioAssay, several laboratories
TNF necrop inh: inhibitors of TNF-alpha triggered necroptosis, primary screen, cell-based, Jurkat FADD-/-, single concentration; 0.068% of 220,000 active; Jurkat FADD-/- TNF necroptosis rescue, ATP luminescence, 24 h; 0 = TNF only, 100 = no-TNF cells; activation (protection from cell death), % at 10 µM;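 active = activation, meaning protection from cell death, of at least 50% relative to plate controls; inactive = activation below 50%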;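 also: necroptosis triggered by 40 ng/mL TNF-alpha added together with compound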
PPC-1+TRAIL kill: compounds killing PPC-1 cancer cells with TRAIL present, primary screen, TRAIL potentiator project, ATPLite luminescence, uHTS; AID 1443, 2008; cell killing (% activity), % at 4 µM; PPC-1 cells + TRAIL, ATPLite viability luminescence; 0.41% of 220,000 active;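 active = cell killing above 50% in the first pass at 4 µM, then a duplicate retest at 5 µM averaging 50% or more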;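 also: plate controls were cells with TRAIL plus DMSO for no effect and medium-only wells lacking cells for full effect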
CHOP inhibitor: inhibitors of CHOP promoter induction, primary screen, cell-based, unfolded protein response, luciferase reporter; inhibition, % at 10 µM; CHO-K1 CHOP-promoter luciferase, tunicamycin-induced, 15-18 h; 3.8% of 220,000 active;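 active = compounds that reduced the stress-induced luciferase reporter signal by more than about 70% of percent inhibition, limit read from the data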;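 also: 0% = tunicamycin plus vehicle and 100% = wells without tunicamycin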
Wee1 stabilizer: Wee1 degradation inhibitors, primary screen, cell-based, HeLa, Wee1K328M-luciferase, luminescence. HeLa Luc-Wee1K328M stability; 100% = proteasome inhibitor MG132 effect. reporter increase, % at 5 µM. 1.2% of 220,000 active. AID 1321, 2008;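 active = activation above the mean of all tested compounds plus 3 SD, set per screening run, cut at about 8.8% in these data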;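 also: cells exposed to compound for 20 h before luminescence read; 0% = DMSO alone and 100% = MG132 at 30 µM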
RBBP9 inhibitor: human RBBP9 inhibitors, primary screen, biochemical, fluorescence polarization, FP-Rh probe, HTS | Serine hydrolase RBBP9 (Homo sapiens), O75884 | recombinant RBBP9 | inhibition, % at 7.94 µM | 0.2% of 220,000 active;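 active = inhibition above the campaign mean of all tested compounds plus 3 SD, cut at about 14% in these data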;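 also: plate controls were DMSO wells with RBBP9 for no effect and wells lacking RBBP9 protein for full effect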
Target sequence (O75884 whole entry, looked up): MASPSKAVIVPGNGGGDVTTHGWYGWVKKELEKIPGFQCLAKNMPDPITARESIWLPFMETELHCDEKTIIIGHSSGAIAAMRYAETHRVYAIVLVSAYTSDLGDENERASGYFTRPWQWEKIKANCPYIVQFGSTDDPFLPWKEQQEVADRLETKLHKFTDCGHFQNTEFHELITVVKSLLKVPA
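Test system: recombinant human RBBP9. Quantity: 2.5 µM RBBP9 dispensing solution, before mixing. Detection: FP readout at 525/598 nm. Reagent: Serine-hydrolase probe FP-Rh, 375 nM pre-mixing. Measure: % inhibition. Control set: DMSO-treated enzyme wells and wells lacking RBBP9. Buffer or medium: Tris-NaCl-Pluronic buffer, pH 8.0. Times: preincubation 30 min plus labeling 45 min at 25 °C.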
BaF3 tox: parental Ba/F3 cell viability inhibition, counter-screen for JAK2V617F inhibitor project, murine pro-B, CellTiter-Glo luminescence; CellTiter-Glo ATP luminescence; inhibition, % at 5.6 µM; 1.1% of 220,000 active; AID 1486, 2009;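 active = inhibition above a per-campaign cutoff, the mean inhibition of all tested compounds plus 3 SD, cut at about 27% in these data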;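 also: 0% = DMSO wells and 100% = JAK Inhibitor I control wells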
Ba/F3 V617F tox: reduced viability of JAK2V617F-dependent Ba/F3 cells, primary screen, JAK2V617F inhibitor project, cell-based, Ba/F3 EpoR-JAK2V617F, luminescence. inhibition, % at 5.6 µM. 1.1% of 220,000 active. AID 1446, 2008. ATP luminescence;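 active = inhibition above the campaign mean plus 3 SD over all tested compounds, cut at about 24% in these data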;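 also: cytokine-independent growth of Ba/F3 cells driven by EpoR plus mutant JAK2; 0% = DMSO-treated cells and 100% = JAK inhibitor I control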
TRPN1 ag: zebrafish TRPN1 channel agonists, primary screen, cell-based, HEK293, calcium fluorescence. 0.18% of 220,000 active. HEK293 zebrafish TRPN1-YFP, Fluo-8 calcium fluorescence; 100% = response to 87 µM carbachol. activation, % at 3 µM. transient receptor potential cation channel N1 (TRPN1/NompC), Danio rerio. AID 1424, 2008;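 active = activation above its plate's cutoff, the mean activation of test wells on that plate plus 3 SD, cut at about 19% in these data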;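 also: 0% = DMSO alone and 100% = 87 µM carbachol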
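Material: zebrafish TRPN1-YFP in HEK293 cells. Doses: one dose of 3 µM, 0.3% DMSO. Incubation: dye 1 h 37 °C plus 30 min RT. Measured by: intracellular calcium fluorescence with Fluo-8.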
TRPML3 agonist: human TRPML3 channel agonists, primary screen, cell-based, HEK293 TRPML3-YFP, Fluo-8 calcium fluorescence, 3 µM | Mucolipin-3 (Homo sapiens), Q8TDD5 | 100% = the carbachol control signal | activation, % at 3 µM | 0.29% of 220,000 active;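 active = activation above its plate's cutoff, the mean activation of the plate's test wells plus 3 SD, cut at about 12% in these data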;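 also: 0% = DMSO only wells and 100% = carbachol wells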
Target sequence (Q8TDD5 whole entry, looked up): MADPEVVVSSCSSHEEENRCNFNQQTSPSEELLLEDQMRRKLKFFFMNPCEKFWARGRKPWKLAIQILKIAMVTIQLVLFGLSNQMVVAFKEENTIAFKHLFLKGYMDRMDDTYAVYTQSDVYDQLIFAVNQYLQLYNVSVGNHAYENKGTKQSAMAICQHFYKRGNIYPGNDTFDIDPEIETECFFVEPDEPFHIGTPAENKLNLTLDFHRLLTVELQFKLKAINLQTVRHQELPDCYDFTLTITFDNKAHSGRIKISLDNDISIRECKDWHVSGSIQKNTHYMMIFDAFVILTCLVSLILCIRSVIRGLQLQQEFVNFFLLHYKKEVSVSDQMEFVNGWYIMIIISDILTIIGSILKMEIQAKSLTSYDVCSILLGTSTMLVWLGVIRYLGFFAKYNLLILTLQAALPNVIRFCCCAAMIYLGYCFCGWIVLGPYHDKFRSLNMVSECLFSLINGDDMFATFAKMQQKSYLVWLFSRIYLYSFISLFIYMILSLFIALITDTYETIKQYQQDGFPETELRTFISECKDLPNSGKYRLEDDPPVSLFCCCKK
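Test system: TRPML3-YFP stable HEK293 cells. Doses: single point at 3 µM. Incubation: dye loading 1 h 37 °C then 30 min ambient, 125 s read. Signal: Fluo-8 calcium dye fluorescence, ex 470-495, em 515-575 nm. Measure: percent activation from peak-to-basal fluorescence ratio, scaled between DMSO and carbachol.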
Active calls of the source: *; [ ] = remark or other dose.

Compound | TNF necrop inh | PPC-1+TRAIL kill | CHOP inhibitor | Wee1 stabilizer | RBBP9 inhibitor | BaF3 tox | Ba/F3 V617F tox | TRPN1 ag | TRPML3 agonist
COc1ccc(CNC(=O)C(C)N(Cc2ccco2)C(=O)c2snc(C(N)=O)c2N)cc1 (configuration not stated) | -1.2 | 7 | 7 | -1 | 1 | 1 | -1 | 1.5 | 0.1
Cc1ccc2nsnc2c1NC(=O)c1cccc([N+](=O)[O-])c1 | 0.1 | 4 | 11 | 2 | -5 | 0 | -3 | 0.1 | 0.7
O=C(COC(=O)c1ccc(O)cc1)Nc1ccccc1[N+](=O)[O-] | 0.1 | 44 | -16 | -1 | 0 | -1 | -6 | -1.7 | -0.6
FC(F)(F)c1cccc(-c2cc3ccccc3nc2N2CCCC2)c1 | -3.2 | -4 | 14 | -2 | 5 | 2 | -1 | 0.7 | 1.4
O=C(COC(=O)c1ccc(Br)o1)Nc1ccc(S(=O)(=O)N2CCCC2)cc1 | -0.9 | 3 | -12 | -2 | -6 | 5 | -5 | 3.7 | 0.5
S=C(Nc1ccccc1)Nc1ccc2cn[nH]c2c1 | -5.2 | 2 | 3 | -1 | 10 | -3 | -10 | -1.9 | -1.1
COc1cc(C(=O)O/N=C(\N)c2ccncc2)cc(OC)c1OC | -3.7 | 33 | -9 | -2 | -10 | 2 | 2 | 2.1 | 0.0
CC(=O)Nc1ccc(NC(=O)C2CC(=O)N(c3ccccc3Cl)C2)cc1 (configuration not stated) | -0.9 | 24 | -16 | 0 | 2 | 11 | 4 | 0.7 | 0.5
O=C(C1CC2CCC1C2)N1CCN(Cc2ccc3c(c2)OCO3)CC1 (configuration not stated) | -0.5 | 3 | 6 | -1 | -3 | 4 | 1 | 0.5 | 0.5
CCCn1c(N)c(C(=O)CSc2nc(C)cs2)c(=O)n(C)c1=O | -1.9 | -4 | -13 | -2 | 2 | 13 | 5 | 6.0 | 1.5
COc1ccc(NC2=NCC(Cc3ccc(Br)cc3)S2)cc1 (configuration not stated) | 16 | -6 | 44 | 2 | 0 | 6 | -1 | 1.7 | 1.0
O=C(NCc1ccccn1)C1CCN(S(=O)(=O)c2ccccc2)CC1 | 0.6 | 0 | 1 | -1 | -2 | 4 | 0 | 3.0 | 1.0
COc1ccc(CNCc2cccc(Cl)c2)cc1 | 3.1 | -7 | 27 | 0 | -2 | 1 | -5 | -0.6 | 0.1
Cc1ncc2c(c1OC(=O)c1ccccc1)COC(C)(C)OC2 | -1.4 | 9 | -12 | 0 | -2 | 4 | 0 | -2.3 | 0.8
Cc1c(C(=O)O)oc2ccc(S(=O)(=O)NCc3ccc(F)cc3)cc12 | -0.7 | 14 | 5 | 1 | -6 | 4 | 0 | 0.3 | 0.3

Single records, as listed above. Values in the order: TNF necrop inh | PPC-1+TRAIL kill | CHOP inhibitor | Wee1 stabilizer | RBBP9 inhibitor | BaF3 tox | Ba/F3 V617F tox | TRPN1 ag | TRPML3 agonist
Profile of FC(F)(F)c1cccc(-c2cc3ccccc3nc2N2CCCC2)c1 → -3.2 | -4 | 14 | -2 | 5 | 2 | -1 | 0.7 | 1.4
Profile of COc1ccc(CNC(=O)C(C)N(Cc2ccco2)C(=O)c2snc(C(N)=O)c2N)cc1 (configuration not stated) → -1.2 | 7 | 7 | -1 | 1 | 1 | -1 | 1.5 | 0.1
Profile of O=C(COC(=O)c1ccc(O)cc1)Nc1ccccc1[N+](=O)[O-] → 0.1 | 44 | -16 | -1 | 0 | -1 | -6 | -1.7 | -0.6
Profile of COc1ccc(CNCc2cccc(Cl)c2)cc1 → 3.1 | -7 | 27 | 0 | -2 | 1 | -5 | -0.6 | 0.1
Profile of O=C(NCc1ccccn1)C1CCN(S(=O)(=O)c2ccccc2)CC1 → 0.6 | 0 | 1 | -1 | -2 | 4 | 0 | 3.0 | 1.0

Next compounds.
Compound | TNF necrop inh | PPC-1+TRAIL kill | CHOP inhibitor | Wee1 stabilizer | RBBP9 inhibitor | BaF3 tox | Ba/F3 V617F tox | TRPN1 ag | TRPML3 agonist
Cc1cccc(-n2c(O)c(C=Nc3ccccc3)c3ccccc3c2=O)n1 | 0.6 | -4 | 14 | 1 | 2 | 1 | 1 | -0.5 | 0.5
CCOc1ccc(NC(=O)Nc2ccc(Cc3ccncc3)cc2)cc1 | 3.5 | 6 | 56 | 0 | -4 | 1 | 3 | 8.3 | 4.0
CC(C)NC(=O)c1cccc(C(F)(F)F)c1 | -2.2 | 27 | 15 | -1 | -10 | 3 | -1 | -0.3 | -0.7
Cn1c(NCC2CCCO2)nc2c1c(=O)n(Cc1ccccc1)c(=O)n2C (configuration not stated) | -0.5 | 16 | -4 | 1 | -5 | 2 | -1 | 0.9 | 0.6
Cn1c(N2CCCCC2)nc2c1c(=O)[nH]c(=O)n2C | 1.2 | -2 | 56 | 1 | -4 | 0 | -2 | -1.1 | -0.5
COc1ccc(N(CC(=O)NCc2ccco2)S(C)(=O)=O)cc1OC | -0.7 | 12 | 40 | 4 | -3 | 5 | 0 | 0.3 | 0.8
Cn1c(=O)c2c(SCCN3CCOCC3)nc(C3CCCC3)nc2n(C)c1=O | -2.8 | -15 | 24 | -2 | -7 | 5 | -2 | 0.8 | 0.4
CN(C(=O)CSc1nnc(-c2ccco2)o1)C1CCCCC1 | -2.6 | 16 | 12 | -3 | -12 | 4 | 0 | 0.4 | 0.7
COC(=O)[C@H](CCSC)NC(=O)Nc1ccc(OC)c(Cl)c1 | 0.7 | 11 | -6 | -1 | 5 | 4 | -1 | 0.2 | -0.6
O=C(Nc1ccc(OC(F)F)c(Cl)c1)c1ccccn1 | 2.2 | 18 | -42 | 1 | 1 | 7 | -1 | 0.3 | -0.1
COc1ccccc1-c1ccc(=O)n(CC(=O)NCc2ccco2)n1 | 4.3 | 45 | -11 | 5 | 4 | 3 | -2 | -0.2 | 0.4
CCN1CCN(C(c2ccc(OC)cc2)C(O)C(=O)c2c[nH]c3ccccc23)CC1 (configuration not stated) | 1.4 | -10 | 19 | 1 | 3 | 3 | 0 | -0.4 | 1.3
CCOCCCNC(=O)/C=C1\Sc2ccccc2N(Cc2ccccc2F)C1=O | 0.1 | 12 | -31 | 1 | -9 | -1 | -2 | -0.5 | -0.2
O=C(NC1CCCCC1)C(c1cccnc1)N(C(=O)CCl)c1cccc(Cl)c1 (configuration not stated) | -28 | 12 | 109* | -1 | -1 | 8 | 10 | 0.9 | 0.8
Cc1cc(SCC(=O)N/N=C/c2ccc(O)cc2O)c(C)cc1Br | -11 | 9 | 88* | 0 | -11 | 3 | 1 | 0.1 | 0.7

(next part)
Compound | TNF necrop inh | PPC-1+TRAIL kill | CHOP inhibitor | Wee1 stabilizer | RBBP9 inhibitor | BaF3 tox | Ba/F3 V617F tox | TRPN1 ag | TRPML3 agonist
Cc1ccc(NC(=O)C2CC(=O)NC(N3CCCCC3)=N2)cc1Cl (configuration not stated) | -0.1 | 3 | -10 | -2 | 0 | 1 | -3 | -0.7 | -0.2
CC(C)(C)c1ccc(C(=O)NCC(=O)O)cc1 | -0.3 | 8 | -16 | 1 | -9 | 5 | 2 | 1.3 | 0.7
O=C(CSc1nccn1-c1ncc(C(F)(F)F)cc1Cl)c1ccc(Br)cc1 | -6.4 | -12 | -5 | 1 | 6 | 1 | 0 | 2.5 | 0.2
Cc1ccc(C(=O)N/N=C/c2ccc([N+](=O)[O-])s2)cc1 | -11 | 38[5 µM] | 70* | 3 | -6 | 1 | -1 | -0.1 | -0.5
COc1ccc(NC(=O)COC(=O)c2c(F)cccc2Cl)cc1OC | -0.2 | -23 | 5 | 3 | -6 | -1 | -2 | -0.3 | 1.7
Cc1ccc2c(c1)C1CN(C)CCC1N2C(=O)c1ccccc1NS(=O)(=O)c1ccc(F)cc1 (configuration not stated) | -0.4 | 13 | 17 | -1 | 1 | 3 | 1 | 0.1 | 0.4
O=c1cccc(-c2ccc(Br)cc2)o1 | 0.9 | 21 | 13 | 2 | 0 | 2 | -1 | 0.1 | 0.4
Cc1ccc(OCCN2CCN(c3nc(NCc4ccco4)c4ccccc4n3)CC2)cc1 | 3.6 | 24 | 51 | 0 | 2 | 6 | -1 | 0.5 | 1.5
CCOc1ccc(NC(=O)C2(c3ccc(OC)c(OC)c3)CCCC2)cc1 | 2.7 | 6 | -9 | -3 | 5 | 8 | 1 | -0.5 | 0.5
Cc1ccc(SCC(=O)NCc2ccc(F)cc2)cc1 | 0.6 | -1 | 0 | -4 | -3 | 2 | -2 | -2.3 | -0.9
CC1=C(C(=O)Nc2ccc(Cl)cc2)C(c2ccco2)NC(=O)N1 (configuration not stated) | 1.0 | 8 | 22 | -2 | 3 | 2 | 2 | 0.9 | 0.7
CCOCCCNC(=O)C1CCN(S(=O)(=O)CC)CC1 | -0.1 | 7 | -23 | 15* | 2 | 2 | 1 | -0.4 | -0.2
C=CCn1cccc(C(=O)Nc2cc(OC)cc(OC)c2)c1=O | 0.9 | 0 | 5 | -1 | -1 | 8 | 1 | 1.1 | 0.5
O=C(c1ccco1)N1CCN(CC(O)COc2ccc3oc4ccccc4c3c2)CC1 (configuration not stated) | -8.0 | -4 | 31 | -3 | -14 | 2 | -2 | 4.0 | 0.7
Cc1ccc(CNC(=O)C(C)OC(=O)c2ccco2)cc1 (configuration not stated) | 2.1 | 32 | -3 | 4 | -4 | 8 | -3 | -0.5 | 1.2
CC(C)C1N=C2c3ccccc3N=C(SCC(=O)NCCc3ccc(S(N)(=O)=O)cc3)N2C1=O (configuration not stated) | 1.5 | -3 | -6 | 4 | -9 | -1 | -1 | 2.9 | 0.5
CC(=O)Nc1ccc(-c2ccnc(-c3ccc(NC(C)=O)cc3)n2)cc1 | -0.1 | 4 | 29 | -1 | -1 | 12 | 3 | 1.9 | -0.1
COCc1cc(=O)[nH]c(Nc2nc3ccccc3o2)n1 | 0.8 | 2 | 26 | 1 | 1 | 5 | -1 | 0.8 | -0.4

Hits appear at their usual frequency; about 6.8% have a hit in one of these screens.
